# Source: PubChem BioAssay (National Center for Advancing Translational Sciences (NCATS))
# Pol eta inh: DNA polymerase eta (human) inhibition; Q9Y253; recombinant Pol eta, fluorescent DNA replication assay; Potency, µM (series often up to 114 µM), inactives show at the highest dose activity change, negative = inhibition, actives largely listed as inhibitors; 390,000 compounds, 1.2% hits; further: on the % scale 0 is the no-effect control and ±100 the full control effect
# Target sequence (Q9Y253 whole entry, looked up): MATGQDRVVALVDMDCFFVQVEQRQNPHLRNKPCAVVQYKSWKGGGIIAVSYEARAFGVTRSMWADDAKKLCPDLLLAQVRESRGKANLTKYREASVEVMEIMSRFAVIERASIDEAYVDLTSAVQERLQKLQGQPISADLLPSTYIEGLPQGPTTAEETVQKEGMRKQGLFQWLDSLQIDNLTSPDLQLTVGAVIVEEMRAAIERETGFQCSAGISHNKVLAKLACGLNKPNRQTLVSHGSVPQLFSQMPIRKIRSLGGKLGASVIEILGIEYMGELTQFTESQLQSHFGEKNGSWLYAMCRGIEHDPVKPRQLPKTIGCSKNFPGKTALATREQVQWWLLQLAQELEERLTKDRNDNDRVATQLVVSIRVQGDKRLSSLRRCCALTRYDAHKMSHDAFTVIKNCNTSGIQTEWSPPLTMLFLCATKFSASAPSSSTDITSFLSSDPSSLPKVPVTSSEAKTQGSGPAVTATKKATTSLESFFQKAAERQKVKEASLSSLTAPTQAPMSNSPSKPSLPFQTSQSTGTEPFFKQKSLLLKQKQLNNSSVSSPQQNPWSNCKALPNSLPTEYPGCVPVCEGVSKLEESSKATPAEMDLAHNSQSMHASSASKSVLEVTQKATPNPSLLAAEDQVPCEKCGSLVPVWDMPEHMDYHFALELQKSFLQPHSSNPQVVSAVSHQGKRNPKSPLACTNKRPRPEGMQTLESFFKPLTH
#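 Pol eta (10 nM) was preincubated with compounds for 15 min at room temperature, after which fluorescent replication substrate (50 nM final) was added to start the reaction. Fluorescence was read kinetically at 0 and 10 min.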
# BAZ2B block: inhibitors of human BAZ2B bromodomain. AID 504333. AlphaScreen BAZ2B-H3K14Ac peptide displacement. Q9UIF8. Potency, µM (top dose mostly 114 µM), inactives show at the top dose activity change, negative = inhibition, hits mostly inhibitors. 360,000 compounds, 4.4% hits; further: on the % scale 0 is the no-effect control and ±100 the full control effect; nearly all actives have a fitted effect of over 60% in size
#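 Complex of BAZ2B and biotin-H3K14Ac (50 nM apiece) forms over 30 min at RT, then faces library compounds up to 110 uM for another 30 min; AlphaScreen beads added, 20 min dark incubation, luminescence read.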
# Pol kappa inh: blocks human DNA polymerase kappa activity; Potency, µM (titrated, usually from 107 µM), inactives show at the highest dose activity, negative = inhibition, actives largely listed as inhibitors; AID 588579; Q9UBT6; purified Pol kappa, fluorescent DNA synthesis assay, 10 min; 400,000 compounds, 0.53% hits; further: on the % scale 0 is the no-effect control and ±100 the full control effect
#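 50 nM final substrate added after 15 min RT preincubation of 10 nM Pol kappa with compound; fluorescence read at 0 and 10 min.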
# G9a block: blocks human histone lysine methyltransferase G9a. Q96KQ7. G9a H3K9 monomethylation, AlphaScreen, 2 h. Potency, µM (series often up to 102 µM), for inactives: at the top dose activity, negative = inhibition, actives largely listed as inhibitors. 350,000 compounds, 8.8% hits. AID 504332; further: on the % scale 0 is the no-effect control and ±100 the full control effect; nearly all actives have a fitted effect of over 75% in size
#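 Quantitative HTS format: methyltransferase activity on a biotin-tagged H3K9 peptide is measured by AlphaScreen, using a rabbit anti-monomethyl-H3K9 antibody with streptavidin donor and anti-IgG acceptor beads. Final levels are 20 nM enzyme, 500 nM peptide, 20 uM SAM; 2 h RT.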
# POLI inh: inhibitors of human DNA polymerase iota | Pol iota fluorescent replication assay, 10 min | Potency, µM (highest dose often 115 µM), for inactives: top-dose activity, negative = inhibition, usual class: inhibitors | 390,000 compounds, 1% hits
#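 Fluorescent replication assay read twice, at 0 min and 10 min after adding 50 nM (final) substrate. Enzyme (10 nM) and compounds were first incubated 15 min at room temperature; enzyme-free buffer wells were negative controls.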
# Pol beta inh: DNA polymerase beta (human) inhibition; Pol beta primer extension/strand displacement, fluorescence kinetic; AID 485314; 340,000 compounds, 1.3% hits; Potency, µM (top dose mostly 114 µM), for inactives: at the highest dose activity change, negative = inhibition, actives largely listed as inhibitors; further: on the % scale 0 is the no-effect control and ±100 the full control effect
#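 Pol beta (10 nM) was preincubated with compound for 15 min at room temperature. The reaction was then started with 50 nM substrate and read immediately and after a further 10 min at room temperature.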
# APEX1 inh: inhibitors of human APE1 endonuclease; Potency, µM (top dose mostly 65.8 µM), inactives show at the top dose activity change, negative = inhibition, hits mostly inhibitors; P27695; AID 2517; recombinant APE1, TAMRA/BHQ-2 abasic DNA cleavage fluorescence; 350,000 compounds, 0.35% hits;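 further: plate controls were vehicle for no effect and reference inhibitor for full effect; nearly all actives have a fitted effect of over 55% in size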
# Target sequence (P27695 whole entry, looked up): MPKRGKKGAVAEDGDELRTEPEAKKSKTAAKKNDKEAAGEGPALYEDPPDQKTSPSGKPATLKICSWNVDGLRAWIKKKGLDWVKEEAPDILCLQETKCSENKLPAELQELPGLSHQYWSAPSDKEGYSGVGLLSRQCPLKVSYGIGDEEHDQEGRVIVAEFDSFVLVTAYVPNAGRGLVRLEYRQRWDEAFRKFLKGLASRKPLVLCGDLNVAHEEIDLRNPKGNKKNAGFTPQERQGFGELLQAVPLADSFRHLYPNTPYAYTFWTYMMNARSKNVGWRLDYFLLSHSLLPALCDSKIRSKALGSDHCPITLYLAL
#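 Kinetic fluorescence read (525 ex/598 em nm, three reads 60 s apart) of AP-site incision; signal = third minus first read. Enzyme 0.75 nM, dual-labelled THF duplex 50 nM, compound preincubation 15 min RT.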
# BLM inh: blocks DNA unwinding by human BLM helicase; P54132; recombinant BLM DNA unwinding, fluorescence dequenching; Potency, µM (doses to about 56.1 µM), without a hit: at the highest dose activity change, negative = inhibition, most hits filed as inhibitors; 350,000 compounds, 0.2% hits;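 further: plate controls were vehicle for no effect and no enzyme for full effect; nearly all actives have a fitted effect of over 35% in size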
# Apoferritin bind: candidate novel general anesthetic via apoferritin binding. P02791. apoferritin/1-aminoanthracene competitive binding, fluorescence. Potency, µM (series often up to 77.5 µM), for the others: at the top dose activity change, negative = displacement, most hits filed as inhibitors. 350,000 compounds, 0.074% hits. AID 485281; further: on the % scale 0 is the no-effect control and ±100 the full control effect; nearly all actives have a fitted effect of over 20% in size
#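 Read-out: endpoint 1-AMA fluorescence, excitation 380 nm and emission 535 nm, after compounds sit 10 min at room temperature with 10 uM horse-spleen apoferritin in 50% saturated 1-AMA/PBS. Values come from four-parameter Hill fits.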
# Starred values were filed as active, the others as inactive; ? = inconclusive; . = not tested or not shown; [ ] = another dose, or the depositor's remark. The call rests on the fitted dose curve; in most records, active means well fitted curve in the direction sought with a large enough effect; inconclusive means small, poorly fitted or top-dose-only effect, or another doubt; inactive means no such curve, though single readings can be large; an effect the other way counts as inactive or inconclusive. Potency means the concentration at half of the fitted maximal effect.
Pol eta inh	BAZ2B block	Pol kappa inh	G9a block	POLI inh	Pol beta inh	APEX1 inh	BLM inh	Apoferritin bind	SMILES
0.7%	-3.5%	-7.0%	21.0%[12.7 µM]	-1.0%	-0.2%	-0.3%	0.5%	?	COc1ccccc1-c1nnc(SCc2nc3ccccc3s2)n1C
.	.	-4.5%[60.1 µM]	-24.8%[2.33 µM]	.	.	-9.9%	3.1%	6.2%	C[C@@]12CCC3c4ccc(O)cc4CCC3C1CCC2O (some centres undefined)
3.2%	-19.8%	10.8%	0.5%	38.0%[activator]	2.2%	-3.7%	-1.5%	-6.7%	O=C(CC1C(=O)NCCN1Cc1ccoc1)NCc1cccc(OC(F)(F)F)c1 (centres undefined)
-24.6%	?	-18.8%	?	33.2%[activator]	?	3.2%	-10.9%	402.0%[activator]	CCN(CC)c1ccc(/C=N/NC(=O)c2c(-c3ccccc3)noc2C)cc1
-0.1%	-26.4%	-1.0%	.	-15.5%[58.9 µM]	35.3%[activator]	14.5%	-3.8%	6.1%	O=C(NNc1ncccc1-n1cccc1)c1ccc(Cl)cc1
20µM*	-18.0%	?	?	8.91µM*	7.1%	-4.5%	-5.6%	-1.3%	O=C1Nc2ccccc2C1=Nc1ccc(S(=O)(=O)Nc2nccs2)cc1
-13.1%	-4.5%	1.4%	70.8µM*	8.4%	7.3%	16.0%	5.3%	-5.7%	COc1cc(CCC(=O)Oc2ccc(C(C)=O)cc2)cc(OC)c1OC
-4.7%	121.6%[activator]	-9.6%	44.3%	-1.3%	-18.8%	-3.8%	0.9%	?	Clc1ccc2c(c1)c1ccccc1n2CN1CCOCC1
4.0%	-1.3%	-6.0%	26.5%	12.6%	19.4%	-5.2%	-1.5%	?	COc1cc2ccccc2cc1C(=O)Nc1cc(C)ccn1
-1.5%	79.4µM*	-2.9%	18.6%[0.501 µM]	-2.5%	-7.0%	16.0%	-2.5%	-3.4%	Fc1ccccc1N1CCN(CC2CCCCC2)CC1
-13.2%	-14.5%	-6.9%	3.4%	?	3.1%	-14.7%	-0.7%	8.5%	COc1ccc(S(=O)(=O)N2CCN(c3ncccn3)CC2)cc1[N+](=O)[O-]
-2.7%	?	-29.4%	-1.7%[59 µM]	-1.8%	1.5%	1.7%	-3.2%	-9.2%	CCc1cc2ccc(C)cc2nc1SCC(=O)Nc1cc(OC)c(OC)cc1C(=O)O
-18.3%	-3.8%	-12.7%	-13.1%	-1.5%	-2.1%	5.2%	-15.7%	-11.7%	COc1cc(NC(=O)CN2C(=O)C(c3ccccc3)=NC23CCCCCC3)cc(OC)c1
-20.2%	-3.1%	-1.7%	6.0%[59 µM]	6.5%	-20.6%	.	0.4%	1.2%	CCCNC(=O)c1cnc2sc(N3CCCCCC3)nn2c1=O
-27.1%	?	-2.5%	?	17.3%	.	43.4%	.	.	COc1ccc(CCN2CC(C(=O)N(C)CC(=O)Nc3ccc(Cl)c(C(F)(F)F)c3)CC2=O)cc1OC (centres undefined)
-8.4%	?	-2.7%	-21.1%[59 µM]	2.9%	9.1%	2.8%	-1.4%	-4.8%	CC(C)c1ccc(C2=C(O)c3ccccc3C(=O)C2=O)cc1
-14.8%	-22.5%	-2.6%	?	24.4%	-18.2%	51.3%[activator]	0.3%	-21.3%	CCc1ccc(CN2CCC(C(=O)Nc3ccc(-n4nc(C)cc4C)cc3)CC2)o1
-9.8%	-1.1%	-11.6%	16.6%[59 µM]	-21.7%	18.0%	.	-7.6%	92.0%[activator]	COc1ccc(-c2cc(C(F)(F)F)nc(SCC(=O)N(C)Cc3ccccc3)n2)cc1OC
4.0%	-9.5%	-4.5%	44.7µM*	15.7%	-0.4%	1.8%	-0.9%	-7.3%	O=C(O)CSc1ccccc1C(=O)O
-1.8%	-7.0%	-0.3%	?	1.9%	2.8%	1.5%	0.8%	2.4%	C=CCNC(=O)CNS(=O)(=O)c1ccc(F)cc1
-17.2%	.	-16.1%	.	-2.1%	.	0.5%	.	.	COc1ccc(OC)c(NC(=O)COC(=O)CCS(=O)(=O)c2ccc(Cl)cc2)c1
-6.7%	6.8%	-3.8%	.	128.8%[activator]	12.4%	36.8%[activator]	-0.3%	-0.1%	Cc1ncsc1C(=O)O
-12.7%	-4.9%	-2.8%	9.9%	129.3%[activator]	46.4%	-5.0%	4.6%	-13.9%	COCc1cc(C)nc(SCC[N+](C)(C)CC(=O)Nc2ccccc2)c1C#N
-6.0%	4.3%	-9.1%	14.6%[59 µM]	?	?	0.3%	-9.0%	3.3%	CC1CCN(c2nc3nonc3nc2N2CCC(C)CC2)CC1
-14.1%	12.3%	1.8%	2.82µM*	19.6%	-10.3%	-14.6%	-2.3%	-6.9%	CC(C)(C)c1ccc(-c2n[nH]c(=S)n2-c2ccccc2)cc1
-8.1%	-27.1%	-10.5%	?	-11.9%	-2.9%	-2.5%	-4.7%	-18.9%	O=C1NC[C@@H](Cc2cccc3ccccc23)N(CC2(c3ccccc3)CC2)C1=O
-5.3%	-3.7%	0.0%	0.0%	163.5%[activator]	7.0%	-0.7%	-9.3%	-3.7%	Cc1nnc(SCC(=O)N2CCN(S(=O)(=O)c3ccccc3)CC2)s1
-17.5%	-4.0%	-2.4%	.	22.5%	16.1%	0.7%	-1.5%	-5.0%	CCOC(=O)N1CCN(C(=O)/C(=C\c2cccs2)NC(=O)c2cccs2)CC1
-22.3%	69.6%[activator]	-18.6%	105.5%[activator]	161.1%[activator]	-14.8%	2.3%	-4.7%	-2.4%	CCN(Cc1ccccc1)C(=O)c1oc2ccc(C)cc2c1C
0.4%	-36.7%	-10.2%	20µM*	107.2%[activator]	9.3%	46.0%[activator]	-8.7%	-14.1%	Cc1cccc(Cn2c(N3CCN(C)CC3)nc3c2c(=O)n(C)c(=O)n3C)c1
-16.5%	-31.9%	5.3%	?	34.6%	-7.2%	-2.3%	-5.3%	-10.7%	CN(CCN1CCOCC1)Cc1nc(-c2ccccc2)no1
-19.8%	-23.1%	11.9%	9.9%	45.5%[activator]	14.3%	3.0%	-4.2%	3.1%	Cc1cc(=O)c(C(=O)OC(C)C(=O)NC(N)=O)nn1-c1ccc(Cl)cc1 (centres undefined)
-24.1%	-16.8%	1.4%	-16.4%[59 µM]	65.7%[activator]	1.4%	.	-3.6%	-15.5%	CN(c1nnc(NC(=O)Nc2ccccc2C(F)(F)F)s1)C1CCCCC1
-6.0%	.	-17.7%	.	51.0%[activator]	.	9.0%	.	.	CCOC(=O)c1ccoc1CN1CCN(S(=O)(=O)c2ccc(C)c(C)c2)CC1
-17.7%	0.5%	3.9%	27.3%[59 µM]	2.8%	-22.6%	-4.0%	-0.8%	-5.0%	CCOC(=O)N1CCC(N(CCN(C)C)C(=S)Nc2ccccc2Cl)CC1
-18.1%	-2.2%	-9.3%	?	9.2%	2.9%	4.1%	-14.7%	84.7%[activator]	Cc1ccc(-c2cn3cccnc3n2)cc1NC(=O)c1cccs1
-7.6%[57.1 µM]	.	-11.6%[19.4 µM]	17.0%[12.7 µM]	?	-14.6%[57.1 µM]	?	-1.8%	.	FC(F)(F)c1cc(CO[C@H]2CCCN[C@H]2c2ccccc2)cc(C(F)(F)F)c1
-7.3%	-34.0%	6.0%	1.3%[59 µM]	-13.0%	3.5%	.	-3.6%	92.3%[activator]	O=C(NCCCN1CCN(c2ccc(F)cc2)CC1)c1cc2c(s1)-c1ccccc1OC2
-3.3%	-1.2%	-4.9%	-34.0%[59 µM]	26.4%	29.6%	.	-4.8%	24.7%	O=C(Cn1c(=O)n(-c2ccccc2)c(=O)c2sc3ccccc3c21)NC1CCCC1
-12.0%	2.2%	5.1%	-3.8%	56.0%[activator]	0.5%	23.0%	-0.8%	-10.1%	O=C(Cc1ccc([N+](=O)[O-])cc1)Nc1ccc2c(c1)CCC2
4.0%	-4.6%	-14.0%	28.7%	15.1%	14.1%	-8.4%	-4.0%	-0.2%	Cc1ccnc(NC(=O)CCC(=O)N(Cc2ccco2)C(C(=O)NC(C)C)c2ccc(F)cc2)c1 (centres undefined)
-11.6%	1.2%	1.0%	2.9%[59 µM]	-17.1%	-27.9%	58.4%[activator][12.4 µM]	-0.7%	-4.5%	O=C(CCn1c(=O)oc2ccccc21)NCCCN1CCOCC1
-13.8%	44.7µM*	-17.5%	50.1µM*	1.7%	15.0%	-3.3%	0.0%	?	COc1ccc(N(C(=O)Cn2nnc3ccccc32)C(C(=O)NCc2ccco2)c2ccc(C)o2)cc1 (centres undefined)
-10.6%	-1.0%	-4.8%	?	4.3%	.	-10.9%	.	.	CCc1noc(C)c1C(=O)Nc1nc(-c2ccc(NC(C)=O)cc2)cs1
-8.4%	-4.8%	-4.0%	.	17.2%	27.8%	14.2%	3.0%	-3.1%	COc1ccccc1NC(=O)N1CCC(c2nnc(SCC(N)=O)n2C)CC1
-19.1%	12.4%	-10.9%	?	8.7%	-6.3%	0.4%	2.6%	-8.6%	CCCS(=O)(=O)N1CCC(C(=O)NCCCN(CC)c2cccc(C)c2)CC1
-12.5%	9.9%	-3.9%	-4.1%[59 µM]	10.0%	15.5%	5.0%	0.6%	?	COc1ccc(-n2cnnc2SCc2ncc(-c3ccccc3)o2)cc1
-2.4%	5.5%	-2.1%	15.9%[59 µM]	18.3%	?	-3.7%	-1.0%	1.5%	CCOc1ccc(Cc2nnc(N)s2)cc1OCC
-1.6%	-1.0%	15.6%	-7.0%	43.1%[activator]	2.4%	-3.2%	-2.2%	-7.1%	Cn1c(C(=O)NCc2cccs2)cc2c(=O)n(C)c3ccccc3c21
-15.1%	-1.8%	0.4%	-2.8%[59 µM]	11.0%	-2.2%	.	-6.8%	1.9%	COc1cc(NC(=O)Cn2nnnc2-c2ccccc2F)cc(OC)c1OC

# Among those listed so far, these contain a nitro group on carbon.
Pol eta inh	BAZ2B block	Pol kappa inh	G9a block	POLI inh	Pol beta inh	APEX1 inh	BLM inh	Apoferritin bind	SMILES
-13.2%	-14.5%	-6.9%	3.4%	?	3.1%	-14.7%	-0.7%	8.5%	COc1ccc(S(=O)(=O)N2CCN(c3ncccn3)CC2)cc1[N+](=O)[O-]
-12.0%	2.2%	5.1%	-3.8%	56.0%[activator]	0.5%	23.0%	-0.8%	-10.1%	O=C(Cc1ccc([N+](=O)[O-])cc1)Nc1ccc2c(c1)CCC2

# A portion of the library, so the mix of outcomes need not match the whole.
